Assay outcomes (PubChem)
HP1b chromo inh = inhibitors of HP1-beta chromodomain binding to methylated histone tails; P83916; AlphaScreen HP1-beta / biotin-H3K9me3 peptide binding; Potency, µM (top dose mostly 114 µM), for inactives: top-dose activity change, negative = inhibition, actives largely listed as inhibitors; hit rate 0.56% among 390,000; also: potency is read from the fitted curve at half-maximal effect; nearly all actives have a fitted effect of over 70% in size; inactives centre near 23
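HP1-beta protein (50 nM final) preincubated 30 min at room temperature with biotinylated H3(1-18)K9me3 peptide (50 nM) in PBS pH 7.4, 0.01% Tween-20, then compound added for 30 min. AlphaScreen streptavidin donor/nickel chelate acceptor beads (10 ug/mL final), 30 min dark, luminescence read.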
RGS4 inhibitor = human RGS4 inhibition; Potency, µM (series often up to 114 µM), for inactives: at the highest dose activity change, negative = inhibition, most hits filed as inhibitors; Transcreener GDP fluorescence polarization, RGS4-accelerated GTP hydrolysis; hit rate 0.039% among 390,000; also: potency is read from the fitted curve at half-maximal effect; % is scaled to controls: 0 for no effect and ±100 for the full control effect; nearly all actives have a fitted effect of over 75% in size; some results filed as inactive show a strong effect at the top dose
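MLSMR compounds (23 nl, pin-transferred) preincubated 10 min at room temperature with a 500nM (2x) first reagent, then RGS4 at 900nM (2x) plus Transcreener GDP mix added; fluorescence polarization (620/688 nm) read before and after 90 min at 30 °C.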
JMJD2A Tudor = JMJD2A Tudor domain (human) inhibition | AlphaScreen JMJD2A-Tudor / H3K4me3 peptide binding | Potency, µM (top dose mostly 114 µM), without a hit: at the highest dose activity change, negative = inhibition, actives largely listed as inhibitors | hit rate 4.4% among 390,000 | AID 504339; also: potency is read from the fitted curve at half-maximal effect; % is scaled to controls: 0 for no effect and ±100 for the full control effect; nearly all actives have a fitted effect of over 50% in size
ALOX12 inh = ALOX12 (human) lipoxygenase inhibition. purified 12hLO, xylenol orange hydroperoxide absorbance. P18054. AID 1671190. Potency, µM (top dose mostly 108 µM), without a hit: at the top dose activity change, negative = inhibition, most hits filed as inhibitors. hit rate 1.1% among 580,000; also: potency is read from the fitted curve at half-maximal effect; % is scaled to controls: 0 for no effect and ±100 for the full control effect
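Purified human 12hLO (150 nM final) in 25 mM Hepes, 0.01% Triton X-100, pH 7.0 was preincubated 15 min at room temperature with compound. Then 40 uM arachidonic acid was added, 30 min. Hydroperoxide was read by Fe-XO absorbance ratio 573/405 nm.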
GLS inhibitor = inhibitors of human glutaminase (GLS) | hit rate 0.21% among 410,000 | Potency, µM (series often up to 45.5 µM), without a hit: at the highest dose activity change, negative = inhibition, actives largely listed as inhibitors | GLS enzymatic activity, qHTS titration; also: potency is read from the fitted curve at half-maximal effect; % is scaled to controls: 0 for no effect and ±100 for the full control effect
Target sequence (O94925 whole entry, looked up): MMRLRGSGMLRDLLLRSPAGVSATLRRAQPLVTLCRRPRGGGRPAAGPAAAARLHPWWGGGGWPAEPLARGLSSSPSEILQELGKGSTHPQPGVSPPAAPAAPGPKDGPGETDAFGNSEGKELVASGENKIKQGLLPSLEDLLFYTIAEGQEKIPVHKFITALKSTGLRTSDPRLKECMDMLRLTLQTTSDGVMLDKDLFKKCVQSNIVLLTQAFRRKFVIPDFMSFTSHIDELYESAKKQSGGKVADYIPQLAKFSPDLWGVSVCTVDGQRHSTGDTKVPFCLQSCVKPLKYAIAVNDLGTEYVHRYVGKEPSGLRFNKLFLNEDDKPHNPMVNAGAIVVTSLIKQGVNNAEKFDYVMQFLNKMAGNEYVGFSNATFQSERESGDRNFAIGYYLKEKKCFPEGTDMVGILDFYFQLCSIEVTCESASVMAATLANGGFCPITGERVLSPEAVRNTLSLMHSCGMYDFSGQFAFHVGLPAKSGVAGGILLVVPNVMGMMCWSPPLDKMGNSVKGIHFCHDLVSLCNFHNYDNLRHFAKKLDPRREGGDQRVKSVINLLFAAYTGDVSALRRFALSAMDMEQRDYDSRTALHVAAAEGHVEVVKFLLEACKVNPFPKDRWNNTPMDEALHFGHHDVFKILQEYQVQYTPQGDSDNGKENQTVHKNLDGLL
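Glutamate formation by hKGA was monitored fluorometrically using coupled glutamate oxidase, HRP and Amplex Red. Substrate was added as 1 mM L-glutamine solution; incubation was 30 min at RT after an initial read.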
BAZ2B block = BAZ2B (human) inhibition; AlphaScreen BAZ2B-H3K14Ac peptide displacement; Potency, µM (titrated, usually from 114 µM), for the others: top-dose activity change, negative = inhibition, hits mostly inhibitors; hit rate 4.4% among 360,000; AID 504333; also: potency is read from the fitted curve at half-maximal effect; % is scaled to controls: 0 for no effect and ±100 for the full control effect; nearly all actives have a fitted effect of over 60% in size
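BAZ2B 50 nM plus b-H3(5-23)K14Ac 50 nM, PBS pH 7.4/0.01% Tween-20, 30 min RT; compound added (max 110 uM), 30 min RT; streptavidin donor/Ni-chelate acceptor beads 10 ug/mL final, 20 min dark; AlphaScreen read.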
ERG-DNA inh = inhibitors of human ERG Ets domain-DNA interaction; AID 624246; fluorescence polarization, His-ERG Ets domain / labelled DNA; Potency, µM (top dose mostly 76.9 µM), for inactives: at the highest dose FP activity, negative = inhibition, usual class: inhibitors; hit rate 0.028% among 370,000; P11308; active = well fitted inhibition curve with a large enough effect in the polarisation, with a control signal flat; inconclusive = small, poorly fitted or top-dose-only effect, or effect the other way, or a change in a side signal; inactive = no such curve, though single readings can be large or run the other way; the % refers to the polarisation;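 also: polarization taken with two DNA probes labelled with fluorescein and Texas red; potency is read from the fitted curve at half-maximal effect; % of control where 0% means no effect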
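His-tagged ERG Ets domain (1 uM in the protein solution; 300mM KCl, 50mM Tris-HCl, 1mM EDTA, 1mM DTT, pH 7.5) received compound, then a probe mix of 5 nM fluorescein-DNA and 100nM Texas-615-DNA. Fluorescence polarization was read for both dyes.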
G9a inh = inhibitors of human histone lysine methyltransferase G9a; Q96KQ7; G9a H3K9 monomethylation, AlphaScreen, 2 h; Potency, µM (titrated, usually from 102 µM), without a hit: at the highest dose activity, negative = inhibition, usual class: inhibitors; hit rate 8.8% among 350,000; also: potency is read from the fitted curve at half-maximal effect; % is scaled to controls: 0 for no effect and ±100 for the full control effect; nearly all actives have a fitted effect of over 75% in size
Target sequence (Q96KQ7 913-1193 limits assumed): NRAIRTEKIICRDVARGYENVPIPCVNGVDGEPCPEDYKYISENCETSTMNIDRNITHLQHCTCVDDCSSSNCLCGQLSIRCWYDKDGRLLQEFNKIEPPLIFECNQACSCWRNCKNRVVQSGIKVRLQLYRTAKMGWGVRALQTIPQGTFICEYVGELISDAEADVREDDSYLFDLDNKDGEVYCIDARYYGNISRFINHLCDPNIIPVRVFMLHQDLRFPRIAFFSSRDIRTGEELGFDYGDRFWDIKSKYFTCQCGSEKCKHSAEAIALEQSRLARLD
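Readings reflect AlphaScreen signal from monomethyl-H3K9 antibody detection. HMT at 20 nM; substrate b-H3K9 500 nM; cofactor SAM 20 uM; 2 h RT reaction; compounds tested as titrations in qHTS with 15 min preincubation.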
PI4K2A inh = PI4K2A (human) kinase inhibition. Q9BTU6. purified PI4K2A, ADP-Glo luminescence, 1 h; stronger effect = lower value. activity change, negative = inhibition, % at 76.9 µM. hit rate 0.13% among 420,000. AID 1346378; in the data active = activity change below about -50%; inconclusive = mostly about -30% to -49%;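 also: -100% = wells without enzyme as full effect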
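In this quantitative HTS, ADP production by PI4K2A was quantified luminescently after 1 h at ambient temperature; 100 microM adenosine served as plate-quality control.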
The depositor's hits bear a star; ? = inconclusive; nt = no result given; [ ] = remark or other dose. Unless noted, calls follow the shape of the dose curve; as a rule, active = well fitted curve in the direction sought with a large enough effect; inconclusive = small, poorly fitted or top-dose-only effect, or another doubt; inactive = no such curve, though single readings can be large; an effect the other way counts as inactive or inconclusive. Not all compounds are listed; rates above refer to the full screens.

G9a inh,PI4K2A inh,HP1b chromo inh,RGS4 inhibitor,BAZ2B block,ERG-DNA inh,GLS inhibitor,JMJD2A Tudor,ALOX12 inh,mol
?,-5,5%,-34%,?,-6%,-5%,-12%,?,CC(Sc1oc(-c2ccco2)nc1S(=O)(=O)c1ccc(Br)cc1)c1ccccc1 (stereo unspecified)
34%[59 µM],-6,45%[activator],28%,?,4%,5%,?,-23%,Cc1cc(=O)n(CC(=O)Nc2ccc(Cl)c(Cl)c2)c(-n2nc(C)cc2C)n1
nt,-3,28%,-10%,-1%,-11%,-4%,12%,-5%,CCOC(=O)N1CCN(C(=O)c2cn(C)c3ccc(S(=O)(=O)N4CCOCC4)cc3c2=O)CC1
11µM*,-4,3%,-26%,56µM*,1%,0%,?,20µM*,O=C(O)c1cc(-c2ccco2)nc2cc3ccccc3cc12
4.5µM*,-12,?,-12%[11.4 µM],5.6µM*,6%,8%,10µM*,-1%,CCOC(=O)CC1=NN(c2ccccc2)C(=O)/C1=C\c1ccc(N(C)C)cc1
14%[59 µM],-1,27%,3%,11%,8%,-4%,-9%,0%,CSc1nc(NC(C)(C)C)nc(Oc2ccc(=O)[nH]n2)n1
11%[59 µM],3,11%,-3%,6%,-2%,1%,-22%,?,CN(CC(=O)Nc1ccc(Cl)c(Cl)c1)C(=O)CC1OC(=O)c2ccccc21 (stereo unspecified)
10%,-1,20%,-17%,-9%,14%,12%,-18%,-24%,CSc1ccc(CNCCCSc2ncccn2)cc1

G9a inh,PI4K2A inh,HP1b chromo inh,RGS4 inhibitor,BAZ2B block,ERG-DNA inh,GLS inhibitor,JMJD2A Tudor,ALOX12 inh,mol
-22%,0,34%,-5%,-17%,0%,1%,-9%,0%,Cn1c(Cn2cnc([N+](=O)[O-])n2)nnc1SCC(=O)Nc1ccc(Br)cc1
-6%[12.7 µM],3,2%,-12%,-26%,-6%,32%,-20%,12%,Cc1ccc(S(=O)(=O)N2CCCC(NC(=O)N3CCN(c4ccccc4)CC3)C2)cc1 (stereo unspecified)
-10%[59 µM],2,29%,25%,-11%,-3%,3%,-7%,1%,COc1ccc(C(=O)NCCSC2CCCCC2)cc1
nt,4,35%,-21%,nt,31%[activator],3%,-10%,-9%,CCCCCCn1c(COc2ccccc2F)nnc1SCC(=O)NC1CCS(=O)(=O)C1 (stereo unspecified)
23%[12.7 µM],1,27%,19%,-1%,9%,11%,-14%,7%,Cc1ccc(S(=O)(=O)N2CCCC2)cc1C(=O)NCc1ccccn1
11%[59 µM],7,30%,12%,10%,nt,25%,-8%,-9%,Cc1ccc(N2C(=O)CSC2c2cccs2)cc1 (stereo unspecified)
-14%[59 µM],-5,7%,4%,-13%,-2%,6%,-32%,-19%,OCCC1CN(Cc2ccccc2-c2ccco2)CCN1C1CCCC1 (stereo unspecified)
-9%[0.501 µM],-3,17%,33%,-7%,24%,-15%,-11%,31%,COc1ccc(OC)c(C(C)NC(=O)C23CC4CC(CC(C4)C2)C3)c1 (stereo unspecified)

G9a inh,PI4K2A inh,HP1b chromo inh,RGS4 inhibitor,BAZ2B block,ERG-DNA inh,GLS inhibitor,JMJD2A Tudor,ALOX12 inh,mol
40µM*,0,?,16%,-54%,0%,10%,50µM*,?,CC/C(=C\C(=O)c1cccnc1)Nc1ccc(C)c(C)c1
0%,3,0%,-15%[11.4 µM],-14%,-3%,-1%,-19%[11.4 µM],-1%,CCCN(Cc1cc2cc(C)ccc2[nH]c1=O)C(=O)c1ccccn1
nt,2,33%[activator],12%,2%,1%,11%,-6%,0%,COC(=O)c1ccccc1OS(=O)(=O)N(C)C
71µM*,-2,-12%,4%,-6%,0%,-5%,-22%,-5%,O=C(Cc1cccs1)N1CCN(c2nc(-c3ccc(Cl)cc3)cs2)CC1
nt,2,22%,5%,nt,9%,9%,?,?,CC(C)C[C@H]1CN([C@@H](CC(C)C)CN2CCCC2CN2C(=S)NC[C@@H]2Cc2ccc(O)cc2)C(=S)N1CCc1ccccc1 (stereo partly specified)
nt,-10,1%,?,-13%,17%,10%,-18%,-15%,NC(=O)c1c(N)sc2c1CCC2
7%,0,25%,9%,-1%,-9%,23%,-14%,423%[activator],Cc1ccc(S(=O)(=O)N2CCCC2C(=O)Nc2ccc(O)cc2)cc1 (stereo unspecified)
-7%[59 µM],-6,18%,-15%,-20%,-5%,1%,0%,2%,Cc1csc(NC(=O)c2ccc(OCC3CCCO3)cc2)n1 (stereo unspecified)

ALOX12 inh, what is marked active above
G9a inh,PI4K2A inh,HP1b chromo inh,RGS4 inhibitor,BAZ2B block,ERG-DNA inh,GLS inhibitor,JMJD2A Tudor,ALOX12 inh,mol
11µM*,-4,3%,-26%,56µM*,1%,0%,?,20µM*,O=C(O)c1cc(-c2ccco2)nc2cc3ccccc3cc12

(more compounds)
G9a inh,PI4K2A inh,HP1b chromo inh,RGS4 inhibitor,BAZ2B block,ERG-DNA inh,GLS inhibitor,JMJD2A Tudor,ALOX12 inh,mol
26%,-6,20%,-3%,-5%,10%,-21%,-10%,-25%,Cc1cc(C)c2c(n1)sc1c(=O)n(Cc3ccccc3Cl)nnc12
?,9,24%,-33%,13%,0%,28%,-13%,336%[activator],Cc1ccc2cc(CN(C(=O)c3ccco3)c3ccccc3C)c(=O)[nH]c2c1
?,2,29%,7%,-6%,-3%,23%,-17%,4%,CCN(CCNC(=O)Cn1c(=O)sc2ccccc21)c1ccccc1
nt,-1,61%[activator],18%,nt,-13%,-7%,-10%,5%,COc1ccc(CN(C)C(=O)Cn2cnc3c(OCc4ccccc4)ncnc32)cc1OC
7.9µM*,1,?,?,-17%,-2%,-7%,-32%,nt,O=C(COc1ccc(Cl)cc1)Nc1nc(-c2ccncc2)cs1
-7%[59 µM],1,38%,4%,5%,-7%,4%,-1%,23%,CCCCNC(=O)/C=C1\Sc2ccccc2NC1=O
29%[59 µM],2,41%[activator],14%,12%,5%,-7%,?,-19%,Cc1cccc2sc(N(Cc3cccnc3)C(=O)CCc3ccccc3)nc12
17%,-16,-15%,-32%[11.4 µM],-6%,0%,42%[activator],-11%[11.4 µM],-11%,CCOC(=O)C1CCCN(C(=O)Cc2ccc(C)cc2)C1 (stereo unspecified)

Record cards (already shown):
`COc1ccc(C(=O)NCCSC2CCCCC2)cc1` across the screens: G9a inh: -10%[59 µM]; PI4K2A inh: 2; HP1b chromo inh: 29%; RGS4 inhibitor: 25%; BAZ2B block: -11%; ERG-DNA inh: -3%; GLS inhibitor: 3%; JMJD2A Tudor: -7%; ALOX12 inh: 1%
`CCN(CCNC(=O)Cn1c(=O)sc2ccccc21)c1ccccc1` across the screens: G9a inh: ?; PI4K2A inh: 2; HP1b chromo inh: 29%; RGS4 inhibitor: 7%; BAZ2B block: -6%; ERG-DNA inh: -3%; GLS inhibitor: 23%; JMJD2A Tudor: -17%; ALOX12 inh: 4%

The list continues:
G9a inh,PI4K2A inh,HP1b chromo inh,RGS4 inhibitor,BAZ2B block,ERG-DNA inh,GLS inhibitor,JMJD2A Tudor,ALOX12 inh,mol
-10%[59 µM],?,25%,?,1%,4%,4%,?,-10%,O=C(Nc1cccc(NC(=O)c2ccc(Br)o2)n1)c1ccc(Br)o1
?,4,-2%,0%,?,-6%,4%,-32%,-14%,COc1ccc(N2CCN(C(=O)CSc3nnc4n3C(C)(C)Cc3ccccc3-4)CC2)cc1
-23%[59 µM],-3,16%,-12%,-3%,-1%,-11%,-27%,-16%,Cc1ccc(NC(=O)C2CCN(S(=O)(=O)c3cccc4nonc34)CC2)cc1C
nt,-5,12%,4%,-24%,2%,9%,-19%,nt,COC(=O)c1cc(N=Cc2c(O)c3ccccc3oc2=O)cc(C(=O)OC)c1
?,-6,6%,-22%,-32%,3%,2%,-25%,8%,Cc1noc(/C=C/N(C)C)c1S(=O)(=O)N1CCCC(C(=O)NC(C)c2ccccc2)C1 (stereo unspecified)
10%[59 µM],6,10%,1%,7%,9%,1%,0%,-20%,CC(C)(C)NC(=O)CSCc1c(Cl)cccc1Cl
?,1,10%,-16%,-10%,-2%,-1%,-19%,-7%,COc1ccc(OC)c(-n2cnc3cc(C(=O)NC4CCCC4)ccc32)c1
-48%[59 µM],-2,23%,31%,-5%,-6%,0%,-6%,-28%,CCOc1ccc(C(=O)Nc2c(C(=O)Nc3ccccc3OC)oc3ccccc23)cc1OCC

G9a inh,PI4K2A inh,HP1b chromo inh,RGS4 inhibitor,BAZ2B block,ERG-DNA inh,GLS inhibitor,JMJD2A Tudor,ALOX12 inh,mol
-7%,-3,34%,17%,-3%,-8%,-8%,-6%,-8%,CS(=O)(=O)N1CCC(C(=O)N2CCN(c3ccc(F)cc3)CC2)CC1
11%[59 µM],-6,47%[activator],-16%[56.9 µM],-8%,2%,-3%,-3%,3%,COc1ccc(-n2ncc3c2CC(C)(C)CC3NC(=O)c2cnc(C)cn2)cc1 (stereo unspecified)
-10%[59 µM],-5,12%,0%,-5%,3%,8%,-9%,-16%,O=C(Nc1cccc(Cl)c1N1CCCCC1)c1ccc(N2CCOCC2)c([N+](=O)[O-])c1
11%,-2,3%,-5%,3%,nt,-6%,-7%,16%,CCOC(=O)C1CCN(C(=O)c2ccc(Cl)c(S(=O)(=O)N3CCOCC3)c2)CC1
nt,3,72%[activator],9%,15%,2%,7%,11%,?,CC(C)Oc1ccc2ccccc2c1C=O
